Screening data as filed in PubChem.
iPSC survival up: enhancers of human iPSC single-cell survival; hiPSC single-cell survival, ATPlite luminescence; 100% = ROCK inhibitor wells, 0% = DMSO; survival enhancement, % at 20 µM; actives 0.044% (n = 360,000); AID 602274; in the data active = survival enhancement above about 18%;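 also: cells exposed to compounds for 16 hours before the ATP read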
Granule exo inh: lytic granule exocytosis inhibition. TALL-104 LAMP-1 surface exposure, flow cytometry; cells stimulated with thapsigargin and PMA. inhibition, % at 10 µM. actives 0.66% (n = 360,000). AID 651702;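 active = inhibition above about 55%, limit read from the data; inconclusive = no clear call, values can overlap the other calls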
aDG glyco act: increases alpha dystroglycan glycosylation | AID 624168 | actives 0.22% (n = 360,000) | activation, % at 10 µM | Pro5-aDG cells, alpha-DG glycosylation AlphaScreen (IIH6); 0% Pro5, 100% B10-LARGE cell signal;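 active = activation of at least 8% versus controls, or a plate z-score of at least 8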;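 also: Pro5 are CHO cells carrying HIG-tagged alpha-DG that lacks glycosylation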
Vif imaging: HIV Vif inhibition; HEK293T cells, Vif self-association by quenched fluorescence, imaging, 24 h; inhibition, % at 7.49 µM; actives 0.35% (n = 340,000); in the data active = inhibition above about 50%, passing the limit was not always enough; inconclusive = no clear call, values can overlap the other calls; inactive = below about 31%; also: some results filed as inactive read as strong as hits
HIF-2a inh: blocks HIF-2a reporter activity. inhibition, % at 18.8 µM. 786-0 RCC cells HIF-2a reporter, luciferase luminescence, overnight. actives 0.72% (n = 360,000);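 active = inhibition of the luminescence signal of 40% or more relative to plate controls, in a single-dose primary screen at 18.75 µM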
CaV13 ICDI inh: Disruptors of the CACNA1D IQ motif to Ca2+-dependent inactivation inhibitor domain association, primary screening, Förster resonance energy transfer in intact living …; inhibition, % at 12.3 µM; HEK cells, CFP/YFP FRET ICDI-IQ, plate reader, 10 min; percent FRET-ratio fall versus neutral wells; AID 743397; actives 0.098% (n = 340,000);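 active = mean replicate inhibition of at least 30% and at least 1% of replicates passing that level; inconclusive = only one of the two criteria is met; inactive = neither criterion is met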;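 also: 0% = median of the neutral control wells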
TRPM1 prom inh: inhibitors of MITF-driven TRPM1 promoter in melanoma cells | SK-MEL-5 TRPM1 promoter luciferase, 24 h | inhibition, % at 12.5 µM | actives 0.83% (n = 330,000);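 active = mean inhibition across replicates of 60% or more, whatever share of single replicates reaches that level; inconclusive = some that reach 60%, reason not given; inactive = mean inhibition across replicates below 60%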; also: values of inactives mirror those of a sister screen read the other way
NR2E3 ag-1: agonists of human NR2E3 nuclear receptor; Q9Y5X4; CHO-S Gal4-NCOR/VP16-NR2E3 two-hybrid, luciferase; inhibition of corepressor binding, % at 3.98 µM; actives 0.35% (n = 360,000); AID 602229;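 active = inhibition above the mean of all tested compounds plus 3 SD, cut at about 70% in these data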;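 also: 0% = DMSO with NR2E3 transfected cells and 100% = cells lacking NR2E3 construct; higher means lower luciferase signal from less NR2E3 corepressor binding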
Target sequence (Q9Y5X4 whole entry, looked up, the tested form may be a part): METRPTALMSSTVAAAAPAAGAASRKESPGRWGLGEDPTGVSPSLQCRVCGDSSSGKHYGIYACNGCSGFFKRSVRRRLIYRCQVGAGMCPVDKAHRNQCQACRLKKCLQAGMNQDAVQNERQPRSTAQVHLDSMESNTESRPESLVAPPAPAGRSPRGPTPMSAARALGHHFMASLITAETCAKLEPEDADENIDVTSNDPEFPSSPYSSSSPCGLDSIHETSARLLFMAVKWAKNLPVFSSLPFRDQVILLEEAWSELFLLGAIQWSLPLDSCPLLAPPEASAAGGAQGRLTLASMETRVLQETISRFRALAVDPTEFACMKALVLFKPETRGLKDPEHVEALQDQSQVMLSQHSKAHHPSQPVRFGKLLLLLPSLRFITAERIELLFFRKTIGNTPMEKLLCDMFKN
Peg3 prom inh: reduces Peg3 promoter-driven luciferase expression in HeLa. HeLa PEG-Prom luciferase reporter, luminescence, overnight. inhibition, % at 20 µM. actives 1.7% (n = 360,000). AID 588405;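 active = inhibition of at least 50% at 20 µM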
NR2E3 ag-2: NR2E3 (human) agonism. inhibition of corepressor binding, % at 4.78 µM. AID 2300. GST-NR2E3/biotin-RetCOR TR-FRET, 1536-well. actives 0.12% (n = 320,000);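 active = percent inhibition above the cutoff of mean plus 3 SD of all tested compounds, set per screening campaign, cut at about 20% in these data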;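 also: 0% = DMSO wells and 100% = biotin wells as full block of FRET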
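Assay system: NR2E3–RetCOR corepressor complex. Quantity: 1.35 nM GST-NR2E3. Buffer or medium: pH 7.5 Tris-based buffer. Reagent: biotinylated RetCOR corepressor at 7 nM final. Schedule: 5 h at 4 °C. Detection: TR-FRET, emission read at 617 and 671 nm. Replicates: one well per compound, singlicate testing.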
PDI inh: PDI (human) enzyme inhibition. inhibition, % at 10 µM. actives 0.052% (n = 350,000). P07237. PDI insulin aggregation turbidity, A650, 90 min. AID 588391;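 active = mean inhibition across replicates of 30% or more, whatever share of single replicates reach that level; inconclusive = mean inhibition below 30% while every single replicate reaches 30%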;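 also: absorbance from insulin aggregation driven by PDI reduction with DTT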
Target sequence (P07237 whole entry, looked up): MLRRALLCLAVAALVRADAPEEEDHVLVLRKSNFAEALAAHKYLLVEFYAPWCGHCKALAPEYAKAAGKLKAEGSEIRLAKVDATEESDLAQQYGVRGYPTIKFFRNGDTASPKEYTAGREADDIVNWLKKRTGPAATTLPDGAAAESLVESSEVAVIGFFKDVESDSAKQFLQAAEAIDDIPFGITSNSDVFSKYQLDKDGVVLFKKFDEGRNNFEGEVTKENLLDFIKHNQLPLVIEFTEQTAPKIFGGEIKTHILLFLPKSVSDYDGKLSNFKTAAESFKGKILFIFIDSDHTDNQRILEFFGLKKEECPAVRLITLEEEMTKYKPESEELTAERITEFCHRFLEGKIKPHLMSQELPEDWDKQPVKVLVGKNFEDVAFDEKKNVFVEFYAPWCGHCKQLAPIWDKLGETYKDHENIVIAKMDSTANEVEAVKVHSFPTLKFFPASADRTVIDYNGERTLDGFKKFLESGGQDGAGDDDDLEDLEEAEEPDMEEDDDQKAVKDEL
* hit, by the source's call; ? = inconclusive; . = not tested or not shown; & = joins results of further samples. Not a hit list; any-hit rate near 3.5%.

SMILES	iPSC survival up	Granule exo inh	aDG glyco act	Vif imaging	HIF-2a inh	CaV13 ICDI inh	TRPM1 prom inh	NR2E3 ag-1	Peg3 prom inh	NR2E3 ag-2	PDI inh
COc1ccc(-n2ccnc(SCC(=O)NC3CCCC3)c2=O)cc1	-0.3	0	0.3	8	-4	-5	11	-18	2	-1	-13
O=C(Cn1nnc(-c2ccccc2)n1)N/N=C/c1ccc(-c2ccc(Cl)cc2)o1	7.2	0	-0.4	17	2	-3	10	-3	15	-3	-3
COc1ccc(-c2csc3ncn(-c4ccc(C)cc4)c(=O)c23)cc1OC	0.0	0	2.7	-13	34	11	7	20	12	-3	6
COc1ccc2c(c1)CCC(C)N2S(=O)(=O)c1ccc(C2CNC(=O)C2)cc1 (configuration not stated)	-1.6	4	-0.1	-6	15	-9	9	-23	10	4	-5
Cc1ccnc(SCc2cn3c(C)cccc3n2)n1	-0.4	0	0.0	5	-68	-7	-12	-37	-48	-1	6
CN(CCc1ccccc1)C(=O)c1[nH]c(C(F)(F)F)nc1-c1ccccc1	4.4	-4	-0.2	.	-2	-9	.	-6	9	.	.
OCCNc1nc(Nc2ccccc2)nc(Nc2ccccc2)n1	1.5	-4	-0.3	-1	-4	-5	-3	-18	-2	3	-5
CCN(CC)CCNC1=NCCn2c1cc1cc(OC)ccc12	-4.5	-1	1.8	?	17	-3	-8	19	15	-3	2
O=C(NCC1COc2ccccc2O1)c1c[nH]c2ccc(S(=O)(=O)N3CCOCC3)cc2c1=O (configuration not stated)	2.0	2	0.1	-17	3	.	-3	-2	15	.	-6
NC(=S)NN=C1c2cc(Cl)ccc2-c2c1cc(Cl)cc2[N+](=O)[O-]	1.2	9	-0.1	-29	-25	.	0	-1	25	.	-2
COc1cccc(CNC(=O)COC(=O)CNC(=O)c2ccc(-c3ccccc3)cc2)c1	-1.6	-1	0.4	21	18	-4	-11	-16	-2	0	-2
C=CCOc1ccc(/C=N/O)cc1Cl	1.6	2	-0.2	1	-37	-5	15	1	22	0	-4
N/C(COc1ccc(Cl)cc1)=N\NS(=O)(=O)c1ccccc1	2.3	-1	-0.2	15	17	.	17	-30	13	-3	5
COc1ccc2cc(/C=N/NC(=O)c3c(Cl)cnn3C)c(Cl)nc2c1	0.5	-1	0.2	7	3	-2	-8	4	2	-1	6
S=c1[nH]c2ccccc2n1CCc1ccncc1	-1.9	4	0.0	19	26	-6	2	-19	-8	.	3
CCOC(=O)COc1ccc(S(=O)(=O)NC2CC2)cc1	-0.2	6	-0.1	-2	22	17	20	15	12	1	8
COc1ccc(NC(=O)/C=C/c2ccc(C)o2)cc1S(=O)(=O)N1CCOCC1	1.2	0	0.3	-3	6	-3	10	-22	6	-1	0
Cn1c(SCC(=O)NC2CCCCC2)nnc1-c1ccccc1O	-0.3	0	-0.3	.	8	-3	-5	-9	5	4	3
Cc1cc(C)n2nc(SC(C)C(=O)N3CC(C)OC(C)C3)nc2n1 (configuration not stated)	5.6	-7	0.4	-3	19	-11	-14	23	-2	.	14
Cc1ccc(C(CNS(=O)(=O)c2ccccc2)N2CCN(C)CC2)cc1 (configuration not stated)	-0.5	-3	1.4	4	1	-1	-10	12	-19	-3	-4
Cc1ccc(S(=O)(=O)ON2C(=O)c3cccc4cccc(c34)C2=O)cc1	-0.8	2	0.1	-12	-1	-15	12	15	13	0	2
CCCn1c(SCC(=O)N2CCCC2=O)nc2ccccc2c1=O	-0.4	-4	-0.1	-3	5	-6	-3	5	-3	.	4
COC(=O)CCC(=O)OC1(C)C(=O)C2=CN(c3ccc(OC)cc3)C(c3ccc(OC)cc3)=CC2=C(Br)C1=O (configuration not stated)	4.7	0	0.6	.	-27	.	-1	-2	-14	2	2
Cc1ccnn1CC(=O)N/N=C/c1cn[nH]c1-c1ccccc1	0.8	3	0.0	1	12	-4	14	1	5	-1	-13
Cc1ccc(NC(=O)CN2CC(C)SC2=NC2CCCCC2)cc1 (configuration not stated)	-1.1&6.1	-2&1	0.2&0.3	17&-7	7&19	-5	-7&2	13&2	-19&-1	-2	-4&-4
(further entries)
SMILES	iPSC survival up	Granule exo inh	aDG glyco act	Vif imaging	HIF-2a inh	CaV13 ICDI inh	TRPM1 prom inh	NR2E3 ag-1	Peg3 prom inh	NR2E3 ag-2	PDI inh
Cc1ccc(-c2ccc(/C=N/N3C(=O)C4C5C=CC(C6CC56)C4C3=O)o2)c([N+](=O)[O-])c1 (configuration not stated)	-0.5	26	-0.1	-13	-46	.	-8	-23	-31	0	-8
COc1cc(C2NC(=O)NC(C)=C2C(=O)OC2CCC(C)CC2)ccc1O (configuration not stated)	-0.8	0	-0.2	4	26	-5	16	-1	13	4	3
Nc1nc(NCc2ccccc2)nc(Nc2ccc(F)cc2)c1[N+](=O)[O-]	1.1	-1	0.1	-25	6	-4	-3	-5	5	-3	-7
COCCOc1nc2c(c(=O)n(C)c(=O)n2C)n1CCc1ccccc1	-3.1	1	0.4	-10	10	.	-5	-17	14	-1	6
CCCN(CCC)Cc1cc(=O)oc2cc(C)c(C)cc12	1.1	-3	-0.1	.	8	-10	.	-5	-13	.	.
O=S1(=O)N[C@@H](Cc2ccccc2)COc2cc(N3CCC[C@H]3CO)ccc21	-0.2	3	-0.1	.	3	-6	.	4	.	.	.
CN(C)CCNC(=O)c1c(O)c2c([nH]c1=O)CCCC2	-0.8	2	0.0	-1	9	-10	5	-1	16	1	-1
CCCNC(=O)c1cc(C2CCCCN2C(=O)c2ccc(OC)cc2)on1 (configuration not stated)	-1.0	-2	-0.1	3	15	-6	.	-7	12	.	10
CCOc1ccc(NC(=O)CCNS(=O)(=O)c2cccs2)cc1	2.5	0	0.2	7	-25	.	-11	-21	-1	1	-16
CC1NC(=O)NC1CCCCCC(=O)Nc1ccc(F)cc1 (configuration not stated)	-0.5	-2	0.5	3	22	-3	12	-18	12	86*	1
Cc1cccc(-n2ncc3c2CCCC3NC(=O)C2(C(N)=O)CC2)c1C (configuration not stated)	-0.4	1	3.0	.	5	-7	26	78*	5	0	-3
COc1cc(CCC(=O)OCC(=O)Nc2cccc(S(=O)(=O)N(C)C)c2)cc(OC)c1OC	-1.2	4	-0.1	7	17	-3	1	-18	-8	3	1
CCOC(=O)CSc1cc(C(F)(F)F)nc(-c2ccccn2)n1	1.2	-2	-0.1	-2	2	-6	-2	12	13	-1	-6
COCCN(C(=O)Cc1cccs1)c1nnc(-c2cccnc2)s1	-2.2	2	0.1	-3	-28	-4	-9	-5	-5	1	-3
COc1ccc2nc(SCC(C)=O)c(C#N)cc2c1	-2.6	2	1.4	-3	-268	-6	12	-74	-207	-1	0
OC(c1ccccc1)(c1ccccc1)C1CCN(CCCOc2cccc(OC(F)(F)F)c2)CC1	-0.6	33	0.5	.	11	-4	.	-20	.	.	.
COc1cccc(-c2nc(CS(=O)(=O)CC(=O)NC3CC3)c(C)o2)c1	0.2	-17	-0.2	-3	3	-15	1	7	3	2	1
O=S(=O)(Cc1ccc(Cl)cc1)N1CCCCCC1	0.1	-1	0.0	2	-20	.	-11	-42	-43	3	1
Cc1oc(C(C)(C)C)cc1C(=O)N1CCN(C(c2ccccc2)c2ccccc2)CC1	0.0	14	-0.2	-4	16	-4	12	4	19	2	1
O=C(O)CCCC(=O)N1CCN(c2cccc(Cl)c2)CC1	-2.3	-2	0.1	1	14	.	2	-14	1	-4	1
Cc1ccc(NNC(=O)c2cc(C(C)(C)C)nn2Cc2ccccc2)cc1	0.1	-10	0.1	-2	18	-4	6	20	19	1	1
CN(C)c1ccc(-c2ccnc3c2CC(C)(C(=O)NCC2CCOCC2)O3)cc1 (configuration not stated)	4.6	2	-0.2	-12	3	-5	.	-35	15	.	-2
CCc1nc2ccc(C(=O)NCc3ccc(C)o3)cc2nc1CC	1.4	-8	0.1	-8	9	-2	-8	-4	10	0	1
O=C(c1ccc(Cl)c(Cl)c1)N1CCC(=O)N([C@H](COCc2ccccc2)Cc2ccccc2)CC1	-0.9	5	-0.1	.	1	-9	.	-6	.	.	.
COc1ccc(C2CC(c3ccccc3)=NN2C(=O)COC(=O)c2nc3nc(C)cc(C)n3n2)cc1 (configuration not stated)	-0.8	12	0.0	0	-51	-3	-16	-21	-27	-2	-3
New compounds follow
SMILES	iPSC survival up	Granule exo inh	aDG glyco act	Vif imaging	HIF-2a inh	CaV13 ICDI inh	TRPM1 prom inh	NR2E3 ag-1	Peg3 prom inh	NR2E3 ag-2	PDI inh
COC(=O)c1sccc1NC(=O)CSCCc1ccccn1	0.9	-4	-0.1	-5	-3	-5	-5	13	-7	4	-5
CC(=O)Nc1ccc(C(=O)OCC(=O)N2CCCC2)cc1	-0.1	-4	0.2	4	-1	-4	1	-1	-14	-1	-9
CC1CCCCN1C(=O)COC(=O)c1ccc2c(c1)C(=O)N(Cc1ccco1)C2=O (configuration not stated)	-0.3	0	0.1	0	4	-17	.	6	-2	3	-2
C/C(Cc1ccccc1)=N\NC(=O)CNC(=O)Cc1ccccc1	-0.6	-7	0.2	6	18	0	0	-18	4	0	0
COCCCNC(=S)Nc1ccc(S(=O)(=O)Nc2cc(OC)nc(OC)n2)cc1	0.4	2	0.1	-2	0	.	-12	9	-6	0	7
COc1ccc(-n2c(SCC(=O)Nc3ccc(C)cc3)nc(O)c(Cc3ccccc3)c2=O)cc1	-0.1	-3	0.2	.	1	.	2	-13	12	0	-6
CCc1cc2c(=O)oc(-c3ccccc3F)nc2s1	-0.3	-9	-0.1	-17	3	-1	-13	-4	-10	4	2
CC(=O)Nc1ccc(S(=O)(=O)Nc2cc3c(cc2C(C)=O)OCO3)cc1	0.2	-4	0.1	-6	3	-2	4	-12	8	2	5
COc1ccc(Cl)cc1C(=O)Nc1ccccc1N1CCCCC1	-0.3	57*	0.2	-13	-1	-5	.	-7	18	-5	10
Cc1ccc(C(=O)OC2CCN(c3ccc([N+](=O)[O-])cc3)CC2)cc1	-1.2	-4	0.0	3	-8	-4	-2	2	-1	-1	-3
Cc1c(Cl)cccc1NC(=O)CC1SCCNC1=O (configuration not stated)	-0.1	0	0.6	-7	-5	-5	5	-4	6	1	-16
Cc1ccc(S(=O)(=O)N2CCN(C(=O)COC(=O)c3ccccc3OC(F)F)CC2)c(C)c1	-0.6	6	-0.2	.	8	-3	4	-3	5	.	3
Cc1ccc(NC(=O)N2CCCC2C(=O)NCCc2ccccc2)cc1 (configuration not stated)	0.9	3	0.5	3	-10	-4	2	-3	-2	.	2
O=C(Nc1ccc(N2CCOCC2)cc1)c1cccc(S(=O)(=O)N2CCCCC2)c1	1.6	1	0.4	.	11	.	-7	-5	24	.	-4
